Ecoli viability: E. coli V3065 growth inhibition, primary screen, counter-screen for AddAB inhibitor project, absorbance, OD600 | 18 h | inhibition, % at 11.9 µM | 330,000 compounds, 0.27% hits;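 active = inhibition above the campaign's mean inhibition across all tested compounds plus 3 SD, cut at about 9.9% in these data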;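 also: uninfected addAB+ strain grown without phage in ampicillin broth; 0% = DMSO wells and 100% = ciprofloxacin 0.95 µg/ml wells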
MITF act: activators of MITF-driven TRPM1 promoter reporter, primary screen, cell-based, SK-MEL-5, luciferase, single point | SK-MEL-5 TRPM1-promoter luciferase, 24 h; % of positive control, neutral wells = 0 | activation, % at 12.5 µM | 300,000 compounds, 0.75% hits | AID 588334, 2011;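 active = mean activation of at least 80% with every replicate also reaching 80%; inconclusive = mean reaches 80% but some replicate falls short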;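 also: 0% = neutral control wells and 100% = parthenolide positive control wells; values of inactives mirror those of a sister screen read the other way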
phage Ecoli inh: growth loss of phage-infected E. coli, primary screen, RecBCD inhibitor project, absorbance, with phage, HTS; inhibition, % at 11.9 µM; 360,000 compounds, 0.26% hits; in the data active = inhibition above about 11%
CAL PDZ FP-1: CAL PDZ peptide-binding inhibitors, primary screen, biochemical, fluorescence polarization, Cer-tagged CAL PDZ, HTS | Golgi-associated PDZ and coiled-coil motif-containing protein (Homo sapiens), Q9HD26 | purified CAL PDZ, TMR-peptide fluorescence polarization, 1 h | inhibition, % at 20 µM | 330,000 compounds, 0.02% hits | AID 504414, 2011;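 active = highest replicate inhibition of at least 40%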;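 also: plate controls were DMSO neutral control wells for no effect and unlabeled competitor peptide control wells for full effect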
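Read-out basis: mP drop reported as inhibition | Assay system: Tagged CAL PDZ protein CerCALP, purified | Benchmarks: Unlabelled peptide for full inhibition, DMSO wells as neutral | Schedule: 1 h incubation at room temperature before polarization reading | Buffer or medium: Sodium phosphate/NaCl buffer pH 7.4 with TCEP, IgG, Thesit | Doses: Single point, 20 µM | Measured by: Fluorescence polarization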
AddAB inh: growth inhibition of E. coli expressing H. pylori AddAB, primary screen, AddAB inhibitor project, absorbance; inhibition, % at 11.9 µM; 330,000 compounds, 0.29% hits; in the data active = inhibition above about 12%;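 also: 0% = vehicle wells of infected cells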
SR-BI DiI inh: inhibitors of SR-BI mediated HDL lipid uptake, primary screen, ldlA[mSR-BI] cells, fluorescence, single point | ldlA[mSR-BI] CHO cells, DiI-HDL uptake fluorescence, 3 h | inhibition, % at 12.5 µM | 320,000 compounds, 0.96% hits;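 active = mean replicate inhibition of at least 70% and a set share of replicates each scoring 70 or more; inconclusive = meets just one of the two criteria; inactive = fails both criteria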;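 also: 0% = median of neutral control wells and 100% = median of positive control wells; values of inactives mirror those of a sister screen read the other way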
Target sequence (Q61009 whole entry, looked up): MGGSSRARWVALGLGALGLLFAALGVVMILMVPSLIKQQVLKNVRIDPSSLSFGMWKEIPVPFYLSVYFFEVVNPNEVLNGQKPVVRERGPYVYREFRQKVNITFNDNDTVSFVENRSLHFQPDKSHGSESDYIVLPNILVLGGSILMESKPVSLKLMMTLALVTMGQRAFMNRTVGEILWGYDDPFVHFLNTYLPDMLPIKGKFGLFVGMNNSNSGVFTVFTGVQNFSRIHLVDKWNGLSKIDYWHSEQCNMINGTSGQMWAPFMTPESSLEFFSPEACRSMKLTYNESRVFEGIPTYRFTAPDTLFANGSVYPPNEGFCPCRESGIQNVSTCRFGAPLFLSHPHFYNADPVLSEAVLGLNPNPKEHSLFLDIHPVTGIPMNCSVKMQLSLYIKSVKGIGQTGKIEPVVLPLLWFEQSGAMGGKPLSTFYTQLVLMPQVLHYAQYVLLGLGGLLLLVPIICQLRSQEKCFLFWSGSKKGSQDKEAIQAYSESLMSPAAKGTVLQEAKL
CAL PDZ FP-2: untagged CAL PDZ binding inhibitors, primary screen, biochemical, fluorescence polarization, HTS. AID 602252, 2012. inhibition, % at 24.9 µM. Golgi-associated PDZ and coiled-coil motif-containing protein (Homo sapiens), Q9HD26. purified CAL PDZ, TMR-peptide fluorescence polarization, 1 h. 300,000 compounds, 0.92% hits;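 active = mean inhibition of at least 30% with at least half of replicates also reaching 30%; inconclusive = no clear call, values can overlap the other calls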;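 also: 0% = DMSO neutral control and 100% = excess unlabeled competitor peptide PRC23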
SR-BI DiI-HDL act: activators of SR-BI mediated DiI-HDL uptake, primary screen, ldlA[mSR-BI] CHO cells, DiI fluorescence; 3 h; 100 = double the neutral-control signal; activation, % at 12.5 µM; 320,000 compounds, 0.096% hits; AID 504775, 2011;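 active = mean replicate activation of at least 60% and every replicate at or above 60%; inconclusive = mean or all-replicate condition met, but not both; inactive = mean below 60% and not all replicates reaching 60%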;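 also: 0% = median plate neutral-control signal and 100% = twice that signal; values of inactives mirror those of a sister screen read the other way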
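system = CHO ldlA[mSR-BI] cells, LDL receptor-null, SR-BI overexpressing | medium = Ham's F12 with 0.5% BSA, HEPES 25 mM, pH 7.4 | probe or stimulus = DiI-HDL 10 µg/mL | compound dosing = single-point compound dose | incubation = compound exposure 3 h, 37 °C | technique = DiI fluorescence, bottom read | read-out = cell-associated DiI fluorescence as measure of HDL uptake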
Tat transport: E. coli Tat export inhibitors, primary screen, MC4100, TorA-mCherry reporter, fluorescence, single point | inhibition, % at 10 µM | 340,000 compounds, 0.036% hits | AID 488895, 2010;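 active = mean replicate inhibition at least 50% and at least half of replicates individually reaching 50%; inconclusive = only one of the two criteria met; inactive = neither criterion met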;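 also: exported cargo escapes ClpAP degradation while cytoplasmic cargo is degraded and loses fluorescence; 0% = median of neutral control wells and 100% = median of NaSCN control wells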
Wnt act: Wnt/beta-catenin pathway activators, primary screen, cell-based, plate reader, single point. Wnt/beta-catenin reporter cell assay, activator. activation, % at 9.35 µM. 300,000 compounds, 1.2% hits; in the data active = activation above about 30%, passing the limit was not always enough; inconclusive = no clear call, values can overlap the other calls;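 also: 0% = neutral control wells and 100% = positive control wells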
Numbers without * were called inactive; u = inconclusive; x = not tested or not shown. The order is random. Share with any hit: about 3.6%.

The line under a structure holds: Ecoli viability	MITF act	phage Ecoli inh	CAL PDZ FP-1	AddAB inh	SR-BI DiI inh	CAL PDZ FP-2	SR-BI DiI-HDL act	Tat transport	Wnt act
> C[C@H](CO)N1C[C@H](C)[C@@H](CN(C)S(=O)(=O)c2cn(C)cn2)Oc2ccc(NS(=O)(=O)c3ccccc3)cc2C1=O
  -0.3	-13	2.3	-2.4	2.1	-28	-3	28	-4	4
> COc1ccc(-c2c(=O)n(OCc3ccccc3[N+](=O)[O-])c3ccccc3[n+]2[O-])c(OC)c1
  -0.4	-1	2.6	0.1	3.7	19	-4	-19	-12	5
> CCOc1ccc(S(=O)(=O)N(C)c2ccc(OCC(=O)NCC3CCCO3)cc2)cc1 (centres undefined)
  0.9	13	0.6	-0.9	0.8	14	21	-14	1	-1
> COc1ccc(N2CCN(S(=O)(=O)c3ccc4c(c3)N(C(C)=O)CCO4)CC2)cc1
  1.2	-11	2.5	-2.2	2.9	1	-5	-1	-5	0
> COc1ccc(CCN2CC(C(=O)NCCc3ccccc3C(F)(F)F)CCC2=O)cc1 (centres undefined)
  -1.4	46	2.5	-2.1	-0.2	6	-3	-6	1	9
> CCCCN1CC[C@H]2C=CC[C@@H](C(=O)NCCc3ccccc3)[C@H]2C1=O
  0.8	15	3.3	-1.3	1.0	-1	0	1	-4	2
> CC1CCCN(C(=O)CN2C(=O)c3ccccc3C2=O)C1 (centres undefined)
  1.0	x	2.3	-0.9	1.4	-5	-3	5	-1	x
> COc1cc(NC(=O)c2cc(C)on2)cc(OC)c1OC
  1.9	-14	x	x	2.1	19	0	-19	-7	4
> Cc1cc2ncn(S(=O)(=O)c3ccc(F)cc3)c2cc1C
  -0.3	x	1.6	-0.8	1.5	3	-1	-3	-2	0
> CCOc1ccccc1Nc1nc2ccc(C)cc2n2cnnc12
  x	-5	0.4	1.2	x	0	-1	0	1	3
> Cc1ccccc1NC(=O)c1sc2nc[nH]c(=O)c2c1C
  1.8	5	-0.5	-2.1	4.4	7	-2	-7	2	4
> COc1cc(CCC(=O)OCC(=O)Nc2ccc(C)cc2Cl)cc(OC)c1OC
  -1.1	-5	0.2	-1.3	3.6	x	x	x	-2	1
> CC1CN(C(=S)NC(=O)c2ccc(Cl)cc2)CC(C)O1 (centres undefined)
  -1.1	10	-1.2	-1.4	-3.4	-18	2	18	-5	0
> O=C(NCc1ccco1)/C(=C/C=C\c1ccccc1)NC(=O)c1ccc(Br)o1
  1.0	-3	2.4	-0.3	1.9	13	-2	-13	-7	-3
> Cc1cc(NC(=O)c2ccc(C#N)cc2)n(-c2ccccn2)n1
  0.6	9	1.4	0.2	0.1	26	78*	-26	-8	-3

A different layout for part of the listing above:
COc1ccc(CCN2CC(C(=O)NCCc3ccccc3C(F)(F)F)CCC2=O)cc1 (centres undefined)
  Ecoli viability: -1.4
  MITF act: 46
  phage Ecoli inh: 2.5
  CAL PDZ FP-1: -2.1
  AddAB inh: -0.2
  SR-BI DiI inh: 6
  CAL PDZ FP-2: -3
  SR-BI DiI-HDL act: -6
  Tat transport: 1
  Wnt act: 9
Cc1ccccc1NC(=O)c1sc2nc[nH]c(=O)c2c1C
  Ecoli viability: 1.8
  MITF act: 5
  phage Ecoli inh: -0.5
  CAL PDZ FP-1: -2.1
  AddAB inh: 4.4
  SR-BI DiI inh: 7
  CAL PDZ FP-2: -2
  SR-BI DiI-HDL act: -7
  Tat transport: 2
  Wnt act: 4

CAL PDZ FP-2, hit marks shown above
| compound | MITF act | phage Ecoli inh | CAL PDZ FP-1 | SR-BI DiI inh | CAL PDZ FP-2 | SR-BI DiI-HDL act | Tat transport | Wnt act |
| --- | --- | --- | --- | --- | --- | --- | --- | --- |
| Cc1cc(NC(=O)c2ccc(C#N)cc2)n(-c2ccccn2)n1 | 9 | 1.4 | 0.2 | 26 | 78* | -26 | -8 | -3 |

Continuation:
The line under a structure holds: Ecoli viability	MITF act	phage Ecoli inh	CAL PDZ FP-1	AddAB inh	SR-BI DiI inh	CAL PDZ FP-2	SR-BI DiI-HDL act	Tat transport	Wnt act
> COc1ccc(OCC(=O)Nc2cccc(C(C)=O)c2)cc1
  -3.1	12	1.7	-1.7	3.1	-2	-5	2	0	-2
> O=C(c1ccc(N2CCOCC2)nc1)N1CCCCC1
  0.7	17	0.3	-1.4	1.4	-1	-2	1	-3	3
> CC(C)N(Cc1nc(-c2ccccc2)no1)C(=O)c1ccc2c(c1)OCO2
  2.8	5	x	-2.9	0.5	-15	x	15	13	-1
> O=[N+]([O-])c1cccc(S(=O)(=O)N/N=C\c2ccc3c(c2)OCO3)c1
  x	11	3.2	-1.2	x	-25	5	25	-3	5
> O=S(=O)(c1ccccc1)N(CC1CO1)c1cccc2ccccc12 (centres undefined)
  -0.9	-15	5.5	-0.7	0.8	0	1	0	-3	-4
> Cc1ccsc1/C=N/n1c(-c2ccccn2)n[nH]c1=S
  0.8	-5	2.8	0.1	2.3	1	-1	-1	4	0
> OC1O[C@H](c2ccc3c(c2)OCO3)[C@H]2CO[C@H](c3ccc4c(c3)OCO4)[C@@H]12 (some centres undefined)
  1.2	-6	3.0	-0.3	3.1	15	-1	-6	3	1
> COc1ccc(C2=NO[C@@H]3C(=O)N(Cc4ccccc4)C(=O)[C@H]23)cc1OC
  -1.2	0	3.5	-0.3	-0.2	15	-1	-15	-3	x
> CC(C)=C1C2CCC1C1C(=O)N(c3nccs3)C(=O)C21 (centres undefined)
  -1.7	-3	2.0	0.5	3.3	-25	-3	25	-2	-1
> Cn1c(=O)c2cc(S(=O)(=O)N3CCC(c4ccccc4)CC3)ccc2n(C)c1=O
  1.9	4	0.9	-2.2	3.2	-17	-1	17	4	x
> CNC(=O)/C(C#N)=C/c1c(N2CCN(c3ccccc3)CC2)nc2c(C)cccn2c1=O
  -1.4	-7	1.1	1.1	-2.5	-11	x	11	-4	3
> Cc1oc(CC(C)C)cc1C(=O)Nc1cccc2ccccc12
  1.4	4	2.8	-0.2	2.4	-6	-2	6	4	-1
> O=C(NCc1cccnc1)C1CCCN(S(=O)(=O)c2ccc(Br)cc2)C1 (centres undefined)
  0.5	-8	3.6	1.0	3.8	-17	-8	17	7	4
> CCOc1ccccc1N1CCN(C(=O)c2cc(S(=O)(=O)N(C)C)ccc2N2CCCC2)CC1
  -1.2	-6	4.5	0.5	2.8	-154	1	u	4	-3
> Cc1ccc(S(=O)(=O)N(CC(=O)Nc2ccc(Cl)cc2)C(=O)N2CCN(C)CC2)cc1
  x	0	1.9	-1.7	x	-30	0	30	1	2

Another view of part of the listing above.
canonical_smiles: O=C(NCc1cccnc1)C1CCCN(S(=O)(=O)c2ccc(Br)cc2)C1 (centres undefined)
  Ecoli viability: 0.5
  MITF act: -8
  phage Ecoli inh: 3.6
  CAL PDZ FP-1: 1.0
  AddAB inh: 3.8
  SR-BI DiI inh: -17
  CAL PDZ FP-2: -8
  SR-BI DiI-HDL act: 17
  Tat transport: 7
  Wnt act: 4

canonical_smiles: CC(C)=C1C2CCC1C1C(=O)N(c3nccs3)C(=O)C21 (centres undefined)
  Ecoli viability: -1.7
  MITF act: -3
  phage Ecoli inh: 2.0
  CAL PDZ FP-1: 0.5
  AddAB inh: 3.3
  SR-BI DiI inh: -25
  CAL PDZ FP-2: -3
  SR-BI DiI-HDL act: 25
  Tat transport: -2
  Wnt act: -1

(continued)
| Molecule | Ecoli viability | MITF act | phage Ecoli inh | CAL PDZ FP-1 | AddAB inh | SR-BI DiI inh | CAL PDZ FP-2 | SR-BI DiI-HDL act | Tat transport | Wnt act |
| --- | --- | --- | --- | --- | --- | --- | --- | --- | --- | --- |
| CN(C)S(=O)(=O)c1cccc(NC(=S)NCc2ccco2)c1 | 2.5 | 11 | 3.2 | 0.1 | 3.0 | 15 | x | -15 | -2 | -1 |
| CCOC(=O)N1CCN(C(=O)CCl)CC1 | -2.6 | -12 | 0.1 | -0.3 | -2.2 | -11 | 4 | 11 | -5 | -1 |
| CCOc1ccccc1N1C(=O)c2ccc(S(=O)(=O)c3ccc(C(=O)O)cc3)cc2C1=O | -1.5 | 3 | -1.7 | 0.2 | 2.9 | -7 | -2 | 7 | -2 | -3 |
| Cc1cc(=O)oc2cc(OCC(=O)NC3CC(C)(C)NC(C)(C)C3)c(Cl)cc12 | -0.2 | -7 | 1.8 | -1.6 | 2.5 | 6 | -1 | -6 | -2 | -3 |
| O=C(NCC1COc2ccccc2O1)c1ccco1 (centres undefined) | 0.6 | 1 | 2.5 | -1.0 | -1.0 | x | -1 | x | -5 | x |
| COc1ccccc1CNC(=O)CCC(=O)N1CC(C)Sc2ccccc21 (centres undefined) | -1.1 | -2 | 2.7 | -0.3 | 3.2 | 6 | 6 | -6 | 7 | 3 |
| CC1(NC(=O)CSc2nnc(-c3c[nH]c4ccccc34)n2C2CC2)CCS(=O)(=O)C1 (centres undefined) | -2.6 | -6 | 1.2 | 0.4 | -1.1 | -2 | x | 2 | -14 | 1 |
| COc1ccc(C2c3[nH]c4ccccc4c3C[C@H]3C(=O)N(C4CCN(Cc5ccccc5)CC4)CC(=O)N23)cc1OC (some centres undefined) | -1.8 | -10 | 1.3 | 0.4 | -1.6 | -22 | -5 | 22 | 11 | 2 |
| COc1ccc(N2CSC3=C(C#N)C(c4cccc(OC)c4OC)CC(=O)N3C2)cc1 (centres undefined) | -1.8 | 14 | 0.1 | -0.1 | 0.3 | 19 | -2 | -19 | 8 | 7 |
| COc1ccc(CNC(=O)CN(Cc2ccccc2)C(=O)c2csnn2)cc1 | -3.4 | 0 | 2.9 | -1.9 | -1.6 | -14 | -3 | 14 | 3 | -6 |
| Cc1cccc(CC(=O)NC2CCS(=O)(=O)C2)c1 (centres undefined) | 0.6 | -1 | 3.8 | -1.8 | 1.4 | -9 | -3 | 9 | 4 | -1 |
| CC(C)NC(=O)Nc1ccc(Br)cc1Cl | 0.8 | 4 | 3.6 | -2.3 | 7.1 | -31 | 1 | 31 | 2 | 4 |
| O=C(COC(=O)/C=C/c1ccc(Cl)cc1)NC1CCCC1 | 0.5 | -4 | 1.6 | -1.1 | -1.5 | -1 | x | 1 | -9 | -6 |
| O=C(/C=C/c1ccccc1)CCN1CCCCC1 | x | -6 | 2.2 | -0.6 | x | -25 | -3 | 25 | 2 | 13 |
